Assay outcomes deposited in PubChem by several laboratories.
PMI inhibitors = inhibitors of human PMI, primary screen, biochemical, fluorescence intensity, coupled assay (AID 1209) | purified PMI enzyme, coupled fluorescence intensity; higher % means a stronger effect | one-dose inhibition, % at 20 µM; IC50 in µM for titrated hits | 190,000 tested, 0.42% active;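 also: plate controls were DMSO vehicle for no effect and wells lacking substrate for full effect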
Myeloid diff MLP = myeloid differentiation induction; AID 624256; calls only at 10 µM; 360,000 tested, 1% active; ER-HoxA9 myeloid progenitors, lysozyme-GFP differentiation, flow cytometry;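 active = normalized GFP-positive differentiation at or above the plate's own cutoff, the solvent-only control mean plus 3 SD; inconclusive = no clear call, values can overlap the other calls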;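 also: cells exposed to compound for four days before flow analysis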
XIAP displacement = XIAP antagonists, biochemical, IAP family, fluorescence polarization (AID 1018) | XIAP BIR domain, fluorescence polarization peptide displacement; higher % means a stronger effect | displacement, % at 20 µM, or IC50 in µM where a hit was titrated | 200,000 tested, 0.007% active; in the data active = displacement above about 50%; also: a part of the inactive calls stands beside numbers as strong as those of hits
WT yeast gro inh = growth inhibition of WT yeast, mitochondrial fusion screen; 190,000 tested, 2.1% active; mitochondrial fusion phenotypic screen, WT strain; inhibition, % at 10 µM; in the data active = inhibition above about 58%; tested in S. cerevisiae
RSV antiviral HEp-2 = RSV antiviral activity via CPE protection, HEp-2 cells, primary 10 µM value included (AID 2391); HEp-2 cells, RSV-induced CPE inhibition; higher % means a stronger effect; one-dose CPE inhibition, % at 10 µM; IC50 in µM for titrated hits; 310,000 tested, 0.13% active; in the data active = a potency from the dose series; inconclusive = CPE inhibition mostly from about 23% at the one dose, without a potency; inactive = the rest, 99 in 100 with CPE inhibition below about 21%; also: strong numbers were not always called active
TNAP activators = stimulation of alkaline phosphatase TNAP activity – biochemical, luminescent, no phosphate acceptor, uHTS, primary screen (AID 1001) | purified TNAP, luminescent activation assay, no phosphate acceptor; higher activation fold means a stronger effect | one-dose activation fold at 20 µM; EC50 in µM for titrated hits | 200,000 tested, 0.03% active; in the data active = activation fold from about 3, or a potency from the dose series; inactive = the rest, 99 in 100 with activation fold below about 1.6; also: many of its hits are not listed in these tables
Salmonella PhoP GFP = inhibitors of PhoP regulon expression, primary screen, Salmonella Typhimurium, GFP reporter (AID 1863). 300,000 tested, 0.16% active. S. Typhimurium PhoP-regulated promoter GFP reporter, 4 h; higher % means a stronger effect. inhibition, % at 50 µM, or IC50 in µM where a hit was titrated;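 active = inhibition over 29.93%, a cutoff 3 SD above the screen mean, later confirmed by dose response; inconclusive = inhibition over 29.93% but no dose response follow-up; inactive = inhibition at most 29.93% or unconfirmed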;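 also: 0% = low Mg2+ inducing control and 100% = high Mg2+ repressing control; strong numbers were not always called active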
Siah-1 displacement = Siah-1 peptide-binding antagonists, primary screen, biochemical, fluorescence polarization, rhodamine-plectin, uHTS (AID 1817); Siah-1 / rhodamine-plectin peptide fluorescence polarization; higher % means a stronger effect; 290,000 tested, 0.02% active; displacement, % at 20 µM; hits with a dose series show IC50 in µM;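 active = displacement of at least 50% at 20 µM, with a fluorescence ratio check between 0.3 and a set limit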;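 also: plate controls were Siah plus tracer with DMSO for no effect and tracer alone without Siah for full effect; strong numbers were not always called active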
human PMI inhibitors = human PMI inhibitors, high substrate, primary screen, biochemical, fluorescence intensity, high mannose 6-phosphate (AID 1220); recombinant PMI enzyme, coupled fluorescence intensity; higher % means a stronger effect; inhibition, % at 20 µM; hits with a dose series show IC50 in µM; 190,000 tested, 0.66% active
WT yeast gro inh mutant strain = further read-out of WT yeast gro inh, marked with its call; inhibition, %; mitochondrial fusion phenotypic screen, mutant strain inhibition
Myeloid diff MLP GFP+ MAC1+ % = further read-out of Myeloid diff MLP, marked with its call; GFP+ MAC1+ double positive, %; measured here: differentiation confirmed by MAC1 staining
* hit, by the source's call; i = inactive; ? = inconclusive; · = not tested or not shown; + = active, no number. Rule as the data show it, unless noted: active = inhibition above about 50%; inactive = the rest.

SMILES	PMI inhibitors	Myeloid diff MLP	Myeloid diff MLP GFP+ MAC1+ %	XIAP displacement	WT yeast gro inh	WT yeast gro inh mutant strain	RSV antiviral HEp-2	TNAP activators	Salmonella PhoP GFP	Siah-1 displacement	human PMI inhibitors
CC1CCCC(C(=O)O)N1C(=O)CCSSCCC(=O)N1C(C)CCCC1C(=O)O (stereo unspecified)	-1%	i	0.7	-0.5%	-7	-8	0.4%	1.1	1%	-2%	-2%
CCn1ncc(Br)c1C(=O)Nc1cccc(F)c1	1%	i	0.3	2.0%	-12	-13	0.2%	1.1	0%	0%	-2%
CC(C)CC(NC(=O)c1ccco1)C(=O)Nc1ccc2c(c1)OCCO2 (stereo unspecified)	4%	i	2.2	·	1	6	1.8%	1.1	-3%	-4%	3%
COc1ccccc1-n1nnnc1S(=O)(=O)Cc1ccc(Cl)cc1	10%	·	·	-6.1%	6	18	-1.4%	1	4%	-2%	7%
COc1ccc(N(CC(=O)N2CCN(Cc3ccccc3)CC2)S(C)(=O)=O)cc1Cl	·	i	1.0	·	·	·	-0.2%	·	1%	0%	·
O=C(c1ccc(OC2CCN(Cc3cccc(OCCO)c3)CC2)cc1)N1CCCC1	·	i	1.6	·	·	·	-0.9%	·	1%	-7%	·
CC1CCCN(S(=O)(=O)c2ccc(C(=O)Nc3nnc(-c4ccncc4)o3)cc2)C1 (stereo unspecified)	-2%	i	0.2	-15%	12	7	9.1%	1.1	-12%	-7%	-19%
Cc1ccc(N2CCN(C(=O)C3CCCN(c4ncnc5c4nc4n5CCCCC4)C3)CC2)c(C)c1 (stereo unspecified)	·	?	·	·	·	·	40%	·	6%	-6%	·
O=C(Cn1cnc([N+](=O)[O-])n1)N/N=C/c1ccc(O)cc1O	10%	i	0.4	-7.0%	4	3	0.1%	2.2	7%	-3%	-6%
COc1ccc(Br)cc1S(=O)(=O)Nc1cccc(C)n1	-2%	i	0.3	-8.1%	0	8	1.0%	1.1	-4%	6%	-1%
O=C(C[n+]1cccc2ccccc21)c1ccc(Br)cc1	·	+	1.9*	·	·	·	3.6%	·	0%	2%	·
CCOc1ccccc1NC(=O)C1CC(=O)n2ncnc2N1 (stereo unspecified)	8%	i	6.3	-5.8%	-9	1	1.3%	1.1	-3%	2%	4%
O=C(COC(=O)c1ccncc1)c1ccc(Cl)c(Cl)c1	·	i	0.6	-3.2%	-10	5	-0.4%	1.1	2%	-5%	·
CCn1c(C)nc2cc(N)ccc21	·	i	0.2	·	·	·	1.2%	·	1%	1%	·
NC(=O)C1=C[C@H](c2coc3ccccc3c2=O)C[C@H](OCCCCO)O1	7%	i	1.4	-5.1%	-3	-9	2.0%	1.1	-5%	-1%	16%
O=C(NCCCN1CCCCC1)C1(S(=O)(=O)c2ccc(Cl)cc2)CC1	3%	i	2.8	-6.8%	13	-1	0.6%	1.1	20%	0%	2%
CCCc1nc(SCC(=O)NCc2ccco2)c2c(=O)n(C)c(=O)n(C)c2n1	7%	i	2.9	-3.6%	0	-4	0.4%	1.1	2%	4%	5%
Cc1ccc(OCC(=O)N/N=C\c2cccs2)c([N+](=O)[O-])c1	11%	i	0.5	-5.2%	-1	4	5.8%	1.1	-15%	2%	3%
COc1cc(/C=N/OCC(=O)Nc2ccc(OC(F)F)cc2)ccc1OCc1ccccc1	21%	i	2.5	0.8%	31	-15	3.1%	1.3	17%	2%	14%
CC(=O)Nc1ccc(C(=O)NCCN2CCOCC2)cc1	·	i	0.8	·	·	·	3.6%	·	-5%	-2%	·
Cc1ccc(-c2nnc(Nc3ccc(O)cc3)c3ccccc23)cc1S(=O)(=O)NCCO	·	i	0.5	·	·	·	1.6%	·	5%	-4%	·
CCOc1cccc(C(=O)NC(=S)Nc2cccc(NC(=O)c3ccccc3Cl)c2)c1	28%	i	1.0	-5.6%	24	-12	2.3%	1	2%	4%	11%
CC(=O)Nc1ccc(Nc2ccc([N+](=O)[O-])cn2)cc1	·	i	0.3	·	·	·	3.1%	·	6%	-2%	·
CCOc1cc(C(=O)N2CCC3(CC2)NCCc2[nH]cnc23)cc(OCC)c1OCC	·	?	·	·	·	·	1.6%	·	-9%	1%	·
Cc1ccc(OCc2nnc(SCC(=O)C(C)(C)C)n2Cc2ccco2)cc1	6%	i	0.5	-3.4%	-9	15	-0.4%	1.1	10%	-2%	2%
COc1cc(C(=O)Nc2nc(N)n(-c3ccccc3)n2)cc(OC)c1OC	14%	i	3.6	-3.3%	5	2	1.1%	1.1	2%	3%	10%
CC(C)(C)c1ccc(NC(=O)c2ccsc2)cc1	·	i	0.3	·	·	·	?	·	-4%	-1%	·
CCCCCc1c(O)nc(SCC(=O)NCC2CCCO2)[nH]c1=O (stereo unspecified)	-11%	i	0.5	-3.8%	-9	-12	1.2%	1.1	5%	-1%	-6%
CS(=O)(=O)N(CC(=O)NCCc1ccccc1)c1cccc([N+](=O)[O-])c1	-1%	i	0.4	-4.3%	-1	11	1.6%	1	6%	8%	-6%
FC(F)C(F)(F)C1=CC(c2cccs2)=NCCN1	3%	i	0.4	-4.9%	-1	-5	0.0%	1	17%	-2%	1%
Cc1cccc(OCC(=O)NCC(=O)N/N=C/c2cc(Br)ccc2OCc2ccccc2)c1	11%	i	0.1	-1.5%	18	10	14%	1	29%	4%	14%
CCOC(=O)N1CCC(NC(=O)C2=C(C)C(=O)OC23CCC(C)CC3)CC1 (stereo unspecified)	-4%	i	3.5	-11%	-1	2	3.1%	1	-4%	2%	-4%
CCOc1ccccc1CNCCOC	-8%	i	0.5	-3.3%	17	-1	1.6%	1.1	1%	4%	-4%
S=c1[nH]nc(-c2cccnc2)n1/N=C/C(Cl)=C\c1ccccc1	-11%	i	0.0	-3.2%	-12	8	6.4%	0.8	-13%	6%	-12%
CN(C)/C=C/c1onc(-c2c(Cl)cccc2Cl)c1C#N	5%	i	0.7	-1.6%	16	2	1.7%	1	2%	3%	3%
Cc1cccc(C)c1OCC(=O)NCc1nnc(SCC(=O)NC2CCCCC2C)n1C (stereo unspecified)	28%	i	4.5	1.7%	-1	-11	0.1%	1.1	-2%	2%	26%
O=C(COc1ccc2ccccc2c1Br)N1CCOCC1	9%	i	1.2	-12%	6	-7	6.0%	1.1	-4%	-2%	14%
Cc1ccc(S(=O)(=O)Nc2ccc(S(=O)(=O)NC(C)(C)C)cc2)cc1	13%	i	1.5	-10%	-4	5	3.3%	1.1	8%	3%	8%
O=C(Cn1cnc2c(nnn2Cc2ccccc2F)c1=O)OCc1ccccc1	11%	i	0.3	-3.7%	-23	-20	1.1%	1	-3%	-4%	4%
CCCCOc1ccc(C(=O)N(CC)CC(=O)NCc2cccs2)cc1	·	i	1.3	·	·	·	1.3%	·	7%	-4%	·

Copied from the list:
CCOc1ccccc1CNCCOC @ Myeloid diff MLP GFP+ MAC1+ %: 0.5
CN(C)/C=C/c1onc(-c2c(Cl)cccc2Cl)c1C#N @ human PMI inhibitors: 3%
Cc1cccc(OCC(=O)NCC(=O)N/N=C/c2cc(Br)ccc2OCc2ccccc2)c1 @ XIAP displacement: -1.5%
O=C(Cn1cnc2c(nnn2Cc2ccccc2F)c1=O)OCc1ccccc1 @ Siah-1 displacement: -4%
CCOC(=O)N1CCC(NC(=O)C2=C(C)C(=O)OC23CCC(C)CC3)CC1 (stereo unspecified) @ WT yeast gro inh: -1
Cc1cccc(C)c1OCC(=O)NCc1nnc(SCC(=O)NC2CCCCC2C)n1C (stereo unspecified) @ TNAP activators: 1.1

Molecules from the list above with two or more sulfur atoms:
SMILES	PMI inhibitors	Myeloid diff MLP	Myeloid diff MLP GFP+ MAC1+ %	XIAP displacement	WT yeast gro inh	WT yeast gro inh mutant strain	RSV antiviral HEp-2	TNAP activators	Salmonella PhoP GFP	Siah-1 displacement	human PMI inhibitors
CC1CCCC(C(=O)O)N1C(=O)CCSSCCC(=O)N1C(C)CCCC1C(=O)O (stereo unspecified)	-1%	i	0.7	-0.5%	-7	-8	0.4%	1.1	1%	-2%	-2%
Cc1ccc(S(=O)(=O)Nc2ccc(S(=O)(=O)NC(C)(C)C)cc2)cc1	13%	i	1.5	-10%	-4	5	3.3%	1.1	8%	3%	8%

Following part
SMILES	PMI inhibitors	Myeloid diff MLP	Myeloid diff MLP GFP+ MAC1+ %	XIAP displacement	WT yeast gro inh	WT yeast gro inh mutant strain	RSV antiviral HEp-2	TNAP activators	Salmonella PhoP GFP	Siah-1 displacement	human PMI inhibitors
CCOCCCNC(=S)NNC(=O)CCn1nc(C)c(Br)c1C	3%	i	0.7	-3.5%	-4	-6	-0.8%	1.4	7%	6%	-2%
CCOC(=O)c1sc2nc(NC(=O)COc3ccccc3)sc2c1C	-14%	i	3.2	-0.5%	18	6	2.2%	1	-3%	-5%	-20%
COc1cc(-c2noc(-c3ccco3)n2)cc(OC)c1OC	-2%	i	0.3	0.9%	-6	4	0.6%	1.1	-13%	0%	-4%
COc1ccc(CCC(=O)NCc2ccc3c(c2)OCO3)cc1	·	i	0.3	·	·	·	-0.3%	·	-6%	4%	·
Oc1ccccc1C1OCC2(CO1)COC(c1ccccc1O)OC2 (stereo unspecified)	-9%	i	0.7	-8.3%	6	6	0.4%	1.1	3%	-4%	-5%
Cc1ccccc1C(OCC(O)CN1CCN(CCO)CC1)c1ccccc1 (stereo unspecified)	·	i	0.6	·	·	·	-4.3%	·	2%	3%	·
Cc1ccc2oc(-c3ccco3)cc(=O)c2c1	8%	i	0.5	0.3%	12	3	4.9%	1	4%	1%	2%
Cc1cccc(N2CCN(C(=O)CNC(=O)c3cccc([N+](=O)[O-])c3)CC2)c1C	·	i	2.1	·	·	·	2.1%	·	3%	0%	·
CCCNC(=O)NC(=O)COc1ccc2oc3ccccc3c2c1	3%	i	1.3	-23%	23	25	?	1.1	-7%	-4%	-5%
COc1ccc(Cl)cc1N(CC(=O)NC1CC1)S(=O)(=O)c1ccc(C)c([N+](=O)[O-])c1	2%	i	0.2	-7.2%	-4	-13	3.0%	1.1	-2%	-3%	-2%
COC(=O)c1scc(C#N)c1N/N=C(\C#N)S(=O)(=O)c1ccc(Cl)cc1	·	i	0.6	·	·	·	6.1%	·	-7%	5%	·
Cc1nc(P(=O)(c2ccccc2)c2ccccc2)c(N2CCOCC2)o1	-10%	i	0.6	-1.9%	20	26	1.3%	1.2	-5%	3%	0%
Cc1noc(C)c1C(=O)NCc1ccccc1	-10%	i	0.6	-5.0%	-11	-27	1.8%	1.2	11%	0%	-9%
CCc1ccc(NC(=O)c2[nH]c(C)c(C(C)=O)c2C)cc1	·	i	1.1	·	·	·	11%	·	-6%	-5%	·
CCN1CCN(C(=O)C2c3cc(OC)c(OC)cc3C(=O)N3CCc4ccccc4C23)CC1 (stereo unspecified)	-4%	i	0.0	-3.1%	-6	-34	0.8%	1.1	1%	1%	-3%
